S-ASM inh: inhibitors of human secretory acid sphingomyelinase | P17405 | placental ASM, HMU-PC fluorogenic substrate, 60 min | Potency, µM (top dose mostly 57.5 µM), for the others: top-dose activity change, negative = inhibition, actives largely listed as inhibitors | 0.006% of 340,000 active | AID 504937; note: potency is the fitted concentration of half-maximal effect
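Human placenta-derived ASM preincubated with compound 10 min at room temperature, then reacted with 9 uM (final) fluorogenic HMU-PC substrate for 60 min at 37 C. Stop solution raises pH to 10; fluorescence read at Ex 386/Em 447 nm.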
FBPA coupling cs: counter-screen for Giardia aldolase inhibitors: coupling enzyme system | AID 2472 | activity change, negative = inhibition, % at 58.2 µM, hits read low | 0.67% of 290,000 active | coupling enzyme system counterscreen, AmpLite Red fluorescence; in the data active = activity change below about -30%; note: % is set by controls: 0 for no effect and ±100 for the full control effect
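Activity here indicates interference with the coupling reaction, not aldolase inhibition. Compounds at 57.5 uM final met coupling enzymes for 10 min at RT; substrate and AmpLite Red detection followed, with a 525/598 nm fluorescence read after 20 min.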
Chronic BCR inh: blocks chronic active B-cell receptor signaling. Potency, µM (doses to about 46.1 µM), for inactives: top-dose ratio change, negative = lower green/red ratio, actives largely listed as inhibitors. 0.05% of 340,000 active. ABC-DLBCL IkBa-CBG/CBR reporter, luminescence ratio, 4 h. AID 493014; active = well fitted inhibition curve with a large enough effect in the signal ratio, with a control signal flat, not every such curve was filed as active; inconclusive = small, poorly fitted or top-dose-only effect, or effect the other way, or a change in a side signal; the % refers to the signal ratio;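 note: potency is the fitted concentration of half-maximal effect; plate controls were basal doxycycline-induced cells for no effect and cells given 10 µM MG132 for full effect; MG132 reads +100%, hits lower the ratio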
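Doxycycline induced both beetle luciferases in TMD8 lymphoma cells; IKK-driven degradation limits the IkappaBalpha-fused green signal, while red luminescence normalises for cell number and nonspecific effects. Compounds tested up to 46 uM, 4 hrs.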
GALK inhibitor: galactokinase (human) inhibition; 0.007% of 270,000 active; P51570; Potency, µM (titrated, usually from 57.5 µM), for inactives: top-dose activity change, negative = inhibition, most hits filed as inhibitors; AID 1868; Purified GALK, Kinase-Glo residual ATP luminescence; note: potency is the fitted concentration of half-maximal effect; % is set by controls: 0 for no effect and ±100 for the full control effect
Target sequence (P51570 whole entry, looked up): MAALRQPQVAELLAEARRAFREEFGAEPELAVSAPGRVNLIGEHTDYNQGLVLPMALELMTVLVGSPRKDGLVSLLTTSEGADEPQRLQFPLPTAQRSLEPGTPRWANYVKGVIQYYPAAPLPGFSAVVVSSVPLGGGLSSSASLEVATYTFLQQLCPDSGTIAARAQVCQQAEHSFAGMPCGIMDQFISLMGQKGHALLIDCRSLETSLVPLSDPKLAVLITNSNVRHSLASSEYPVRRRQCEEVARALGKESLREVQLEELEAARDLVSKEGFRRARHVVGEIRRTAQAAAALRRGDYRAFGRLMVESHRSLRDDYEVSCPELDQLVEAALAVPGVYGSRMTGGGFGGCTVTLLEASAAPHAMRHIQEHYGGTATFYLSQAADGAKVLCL
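The enzyme phosphorylates galactose (100 uM) using ATP (35 uM); inhibition is detected as higher residual ATP, quantified by bioluminescence after 1 h reaction at room temperature, pH 8.0.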
B2AR arrestin: recruits beta-arrestin to the human beta2-adrenergic receptor | Potency, µM (series often up to 46.1 µM), for the others: at the highest dose activation, hits mostly activators | 0.02% of 330,000 active | beta-arrestin recruitment to beta2AR, cell-based reporter | P07550;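 note: potency is the fitted concentration of half-maximal effect; 0% = DMSO controls and full agonism = EC100 isoproterenol or metaproterenol; nearly all actives have a fitted effect of over 65% in size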
Integrin act MD: activates integrin-mediated alleviation for muscular dystrophy. alpha7betagal myoblasts, beta-gal FDG fluorescence, 48 h. Potency, µM (highest dose often 38.3 µM), for the others: at the highest dose activation, usual class: activators. 0.064% of 350,000 active. AID 624291;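 note: potency is the fitted concentration of half-maximal effect; 100% = response of the positive control SU9516; nearly all actives have a fitted effect of over 60% in size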
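alpha7betagal+/- myoblasts (passage 13, 250/well) treated 48 h at 37C with compounds at 1:260 dilution of DMSO stock. Lysed, then beta-galactosidase activity read as FDG fluorescence (ex 480/em 540) after 30 min, with pre-read for autofluorescence.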
Menin MLL FP TR: displaces Texas Red mutant MLL peptide from human menin | O00255 | Menin + Texas Red MLL mutant peptide, fluorescence polarization | Potency, µM (series often up to 61.6 µM), inactives show at the top dose FP activity change, negative = inhibition, actives largely listed as inhibitors | 0.23% of 270,000 active; active = well fitted inhibition curve with a large enough effect in the polarisation, with a control signal flat, not every such curve was filed as active; inconclusive = small, poorly fitted or top-dose-only effect, or effect the other way, or a change in a side signal; inactive = no such curve, though single readings can be large or run the other way; the % refers to the polarisation; note: potency is the fitted concentration of half-maximal effect; % of control where 0% means no effect; many of its hits are not listed in these tables
PKM2 act: activators of human pyruvate kinase M2; AID 1631; Potency, µM (doses to about 57.5 µM), for inactives: at the top dose activation, most hits filed as activators; purified PKM2, Kinase-Glo ATP luminescence, activation; response scale: 0% is enzyme alone, no compound; 0.34% of 260,000 active; note: potency is the fitted concentration of half-maximal effect; % is set by controls: 0 for no effect and ±100 for the full control effect; nearly all actives have a fitted effect of over 55% in size
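ATP formation by purified human PK-M2, quantified via coupled luciferase luminescence after 1 h at room temperature with 0.1 mM ADP and 0.5 mM PEP final.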
TSG101-PTAP inh: blocks PTAP/TSG101 interaction to inhibit HIV-1 budding; Q99816; Fluorescence polarization, FITC-PTAP peptide / Tsg101 binding; Potency, µM (highest dose often 115 µM), for inactives: top-dose activity change, negative = inhibition, most hits filed as inhibitors; 340,000 tested, under 10 active; AID 493005; active = well fitted inhibition curve with a large enough effect in the main read-out, with a control signal flat, not every such curve was filed as active; inconclusive = small, poorly fitted or top-dose-only effect, or effect the other way, or a change in a side signal; inactive = no such curve, though single readings can be large or run the other way; note: potency is the fitted concentration of half-maximal effect; % of control where 0% means no effect
Target sequence (Q99816 whole entry, looked up): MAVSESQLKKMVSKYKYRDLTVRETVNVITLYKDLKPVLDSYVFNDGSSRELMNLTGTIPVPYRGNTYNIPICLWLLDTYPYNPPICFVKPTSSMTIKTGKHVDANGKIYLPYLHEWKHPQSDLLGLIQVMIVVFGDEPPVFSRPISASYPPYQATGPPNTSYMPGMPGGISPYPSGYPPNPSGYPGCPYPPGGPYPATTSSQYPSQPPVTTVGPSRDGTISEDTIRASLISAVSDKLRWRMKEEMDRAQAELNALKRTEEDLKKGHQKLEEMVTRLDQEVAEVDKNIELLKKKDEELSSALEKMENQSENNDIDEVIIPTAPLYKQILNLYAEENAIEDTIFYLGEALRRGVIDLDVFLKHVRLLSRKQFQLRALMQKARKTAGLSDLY
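Steps: Tsg101 binding domain dispensed (10 uM final), compounds pinned in DMSO, FITC-labeled PTAP-motif peptide added (50 nM final); after 20 min binding at room temperature, polarization measured.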
Tb PFK inh: inhibitors of T. brucei phosphofructokinase | T. brucei PFK, ADP-Glo luminescence | Potency, µM (doses to about 57.5 µM), for the others: at the highest dose activity, negative = inhibition, actives largely listed as inhibitors | 0.17% of 330,000 active | O15648;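 note: potency is the fitted concentration of half-maximal effect; 0% = uninhibited 1x PFK enzyme wells and -100% = no-enzyme wells; nearly all actives have a fitted effect of over 60% in size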
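ADP-Glo luminescence quantified ADP after 45 min at room temperature, with 1.25 nM T. brucei PFK, 0.1 mM ATP and 0.5 mM fructose-6-phosphate in pH 8.0 TEA buffer. qHTS titrations up to 57 µM; curves classified by quality.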
Giardia kill: Giardia lamblia killing | 0.15% of 340,000 active | activity change, % at 7.66 µM, hits read low | AID 540267 | Giardia lamblia trophozoite viability; in the data active = activity change below about -80%; inconclusive = between about -30% and that limit;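 note: parasites exposed to compound for two days anaerobically before the ATP read; % is set by controls: 0 for no effect and ±100 for the full control effect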
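Giardia trophozoites, 100 cells per well, were exposed to compounds for 48 hrs at 37 deg C under anaerobic conditions; viability was then read as ATP content by bioluminescence after 15-30 min at room temperature.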
The depositor's hits bear a star; ? = inconclusive; nt = not tested or not shown; [ ] = another dose, or the depositor's remark. Unless noted, calls come from the whole dose curve; as a rule, active = well fitted curve in the direction sought with a large enough effect; inconclusive = small, poorly fitted or top-dose-only effect, or another doubt; inactive = no such curve, though single readings can be large; an effect the other way counts as inactive or inconclusive. These rows are one share of the data. The share of hits here may be higher or lower than overall.

SMILES	S-ASM inh	FBPA coupling cs	Chronic BCR inh	GALK inhibitor	B2AR arrestin	Integrin act MD	Menin MLL FP TR	PKM2 act	TSG101-PTAP inh	Tb PFK inh	Giardia kill
N#Cc1ccc(NC(=O)c2nc(-c3ccccc3)n(-c3ccccc3)n2)cc1	-4%	-38*	-7%	2%	-0.3%	-28%	-11%	8%	-1%	3%	-5
Cc1ccc(C(=O)NCC(=O)OCC(=O)N2CC(C)OC(C)C2)cc1 (stereo unspecified)	1%	nt	-4%	nt	-0.3%	7%	nt	nt	-1%	-10%	-1
O=C(CN1C(=O)CCSc2ccccc21)Nc1cccc(F)c1	-2%	4	1%	0%	0.0%	-22%	-11%	-1%	-1%	1%	10
COc1ccc(/C=C2/C(=O)N(c3ccccc3)N=C2C)c(OC)c1	-11%	2	-1%	3%	-0.5%	27%	?	1%	-1%	-10%	3
Cc1c(C(=O)Nc2cccc(S(=O)(=O)N3CCCC3)c2)oc2ccccc12	-10%	-1	3%	1%	-0.4%	-22%	nt	-2%	-5%	3%	-13
CCN(CC)S(=O)(=O)c1ccc2oc(Nc3ccc4c(c3)OCCO4)nc2c1	-15%	1	0%	-2%	0.4%	-24%	nt	-5%	-1%	-4%	13
CN(CC(=O)Nc1cccc(Cl)c1)S(=O)(=O)c1ccc2c(c1)n(C)c(=O)c(=O)n2C	-5%	nt	6%	3%	-0.1%	1%	nt	nt	-6%	-11%	1
CCN(C(=O)c1ccc(NC(C)=O)cc1)c1ccccc1C	2%	1	?	0%	-0.9%	14%	0%	-15%	-1%	1%	-13
CCn1ccnc1CN(C)C(=O)CCc1nnc(CCC2CCCCC2)o1	2%	-6	-17%	-3%	0.0%	-12%	-22%	0%	1%	8%	2
CCOc1ccc(N(CC(=O)NCc2ccc(OC)cc2)S(=O)(=O)c2c(C)noc2C)cc1	0%	4	-17%	-2%	-0.4%	-1%	85%[activator]	-2%	0%	4%	8
Cc1ccc(OCCNC(=O)CNC(=O)c2ccc(C)cc2)cc1	2%	nt	0%	4%	-0.8%	24%	nt	-6%	-3%	-4%	2
CC(=O)OCC(=O)C1CCC2C3CC=C4CC(O)CCC4(C)C3CCC12C (stereo unspecified)	-4%	nt	11%	nt	0.2%	nt	nt	nt	-1%	0%	2
CCOc1ccc(OC(=O)c2cccc(S(=O)(=O)N3CCN(C)CC3)c2)cc1	0%	nt	2%	nt	-0.4%	-3%	nt	nt	-6%	-7%	-7
Fc1ccccc1CSc1nnc(Cn2cnc3ccccc32)n1-c1ccccc1	-3%	1	0%	-1%	-0.4%	14%	-16%	4%	-5%	18%	-6
COc1ccc2[nH]c(C(=O)Nc3ccc(C)c(F)c3)cc2c1	4%	-5	?	2%	-1.5%	5%	nt	-2%	-2%	-1%	-1
CCCCCCCCCCCCC/C=C/[C@@H](O)[C@@H](N)CO	?	4	1%	nt	0.0%	nt	?	nt	1%	4%	-6
CCOCCCN(C(=O)c1snc(C(N)=O)c1N)C(C(=O)NC(C)(C)C)c1ccc(Cl)cc1 (stereo unspecified)	162%[activator]	-2	-2%	-1%	0.2%	30%	-1%	-1%	-5%	-3%	11
O=C(CCC(=O)c1cccs1)NNC(=O)c1ccccc1Cl	5%	nt	0%	nt	-1.4%	12%	nt	nt	-1%	-2%	11
COc1ccc(/C=C2\SC(=S)N(CCC(=O)NCCCN3CCOCC3)C2=O)cc1	-14%	-2	?	0%	-0.9%	-34%[inhibitor]	-18%	nt	-3%	0%	-12
CCS(=O)(=O)C1=NSC2=NC(=O)/C(=C\c3ccc(OS(=O)(=O)c4ccccc4)c(OC)c3)C(=N)N21	-5%	7	1%	?	0.5%	16%	?	nt	-2%	3%	9
COc1ccc(-c2nnc3n2-c2ccccc2SC3)cc1OC	1%	-3	-11%	2%	0.2%	18%	-21%	5%	-3%	-11%	-11
CCOc1ccc2c(c1)C(=NNC(=O)c1ccncc1)c1cc(OCC)ccc1-2	-6%	-1	?	1%	-0.3%	-63%[inhibitor]	?	-4%	-2%	-3%	-5
O=C(CCc1n[nH]c(=O)[nH]c1=O)N1CCOCC1	-2%	-1	8%	5%	-0.1%	7%	-12%	-6%	-1%	-3%	-4
COc1ccc(C(=O)N2CC3(CC(c4ccc(Cl)cc4)=NO3)C[C@H]2C(=O)NCC(N)=O)cc1 (stereo partly specified)	4%	-1	-6%	-4%	-0.4%	9%	17%	-3%	0%	3%	?
CC1=C(C(=O)Nc2ccccc2C(=O)NCCCN2CCN(C)CC2)SCCO1	4%	6	3%	8%	-1.1%	?	7%	0%	-3%	-1%	-21
Cc1cc2ncn(CCCCOc3ccccc3)c2cc1C	-4%	-1	?	-3%	-0.6%	22%	-15%	3%	1%	0%	-4
C=CCN(C(=O)COC(=O)c1cc[n+]([O-])cc1)c1nc(-c2ccccc2)cs1	?	nt	?	nt	-0.1%	-3%	nt	nt	-9%	6%	-9
COc1cc(C2C(C#N)=C(N)Oc3n[nH]c(-c4cccnc4)c32)ccc1OCC(N)=O (stereo unspecified)	0%	-3	?	nt	-0.6%	12%	nt	-2%	-4%	2%	8
CN(C)S(=O)(=O)c1cccc(NC(=O)c2ccccc2OCc2ccc(F)cc2)c1	-11%	2	8%	14%	0.1%	19%	8%	nt	-2%	-1%	-4
CSc1nc2nccc(-c3ccc(-c4ccccc4)cc3)n2n1	-11%	0	?	-1%	-0.8%	-26%	0%	2%	-7%	-2%	2
COc1cccc(C(=O)Nc2c3c(nn2-c2cccc(C)c2C)CS(=O)C3)c1OC (stereo unspecified)	2%	4	?	0%	0.2%	1%	-22%	-2%	-6%	-1%	-3
COc1ccc(OCCOc2ccc(S(=O)(=O)N3CCCC3)cc2[N+](=O)[O-])cc1	-4%	nt	-4%	nt	0.0%	20%	nt	nt	-1%	0%	-6
CCn1c(C)nc2cc(C(=O)NNC(=S)NC(=O)c3ccccc3)ccc21	-7%	-5	5%	14%	0.3%	-50%[inhibitor]	16%	1%	-3%	-1%	2
Nc1nn(-c2ccccc2)c2ccc([N+](=O)[O-])cc12	-1%	-4	?	6%	0.1%	-47%[inhibitor]	21%	nt	-1%	-21%	-9
COc1ccc(NC(=O)c2ccccc2-c2ccccc2)cc1	-2%	0	-4%	-3%	-0.1%	7%	-2%	14%	0%	0%	15
C=CCN1C(=O)C(Cc2cccc(C)c2)SC1=Nc1ccc(C(=O)O)cc1 (stereo unspecified)	-2%	24	?	0%	-0.3%	15%	2%	-20%	-4%	0%	6
COc1ccc(Cl)cc1N(CC(=O)Nc1ccccc1SC)S(C)(=O)=O	-1%	0	?	-1%	0.0%	8%	0%	-8%	-11%	-1%	-6
CC(C)N1C(=O)C(=O)N(CC(=O)N(C)c2ccccc2)C1=O	5%	nt	-1%	nt	-0.1%	?	nt	nt	3%	0%	-17
Cc1cccc(NC(=O)c2ccc(C(=O)c3ccccc3)cc2)n1	-3%	nt	?	nt	0.3%	-14%	nt	nt	-1%	0%	-18
CC(C)c1ccc(-c2nc(N3CCCC3)nc3n[nH]c(N)c23)cc1	-2%	-1	?	-5%	-0.2%	-35%	-4%	0%	-7%	-12%	9
CC(C)c1ccc(NC(=S)N2CCCC(c3ccc(F)cc3)=N2)cc1	-10%	0	?	0%	-1.1%	-7%	nt	-9%	-4%	-12%	-23
COc1ccc(S(=O)(=O)N(C)C)cc1NC(=O)COC(=O)Cn1cnc2ccccc2c1=O	1%	nt	-2%	nt	-2.2%	?	nt	nt	0%	1%	0
O=C(CSCC(=O)N1CCCCC1)Nc1nc(-c2cccs2)cs1	-3%	1	0%	2%	0.3%	-15%	4%[11.7 µM]	2%	0%	0%	-12
CC(Oc1ccc(F)cc1)C(=O)Nc1cc(C(F)(F)F)ccc1-n1cncn1 (stereo unspecified)	-1%	nt	?	nt	-0.3%	-4%	nt	nt	1%	0%	-11
COc1ccc(C(=O)CC(=O)Nc2ccc([N+](=O)[O-])cc2)cc1	-3%	2	6%	0%	-0.9%	5%	?	5%	1%	-1%	1
Cn1c(CCn2ccccc2=O)nc2cc(NC(=O)COc3ccccc3)ccc21	3%	nt	14%	-3%	-0.1%	?	nt	nt	-3%	-7%	-5
CC1CCC(NC(=O)CSc2ccc(S(=O)(=O)N(C)C)cn2)CC1 (stereo unspecified)	-1%	nt	1%	nt	-0.1%	11%	nt	nt	1%	0%	-12
COc1cccc(C2(C)NC(=O)N(CC(=O)Nc3ccc(N4CCOCC4)cc3)C2=O)c1 (stereo unspecified)	-1%	nt	1%	nt	-0.2%	-18%	nt	nt	0%	-2%	-19
O=c1c2ccccc2nc(COc2ccccc2)n1/N=C/c1cn[nH]c1-c1ccccc1	-2%	0	?	0%	-1.2%	?	0%	0%	0%	-1%	-7
